TbREL1 primary – TbREL1 inhibition, primary screen. TbREL1 RNA ligation, FRET fluorescence. inhibition, % at 9.66 µM. 89,000 tested, 0.49% active. AID 1117264;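 active means inhibition above the mean inhibition across all screened compounds plus 3 SD, cut at about 11% in these data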;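 further: 0% = plate median of test wells and 100% = NSC42067 control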
Target sequence (P86926 whole entry, looked up): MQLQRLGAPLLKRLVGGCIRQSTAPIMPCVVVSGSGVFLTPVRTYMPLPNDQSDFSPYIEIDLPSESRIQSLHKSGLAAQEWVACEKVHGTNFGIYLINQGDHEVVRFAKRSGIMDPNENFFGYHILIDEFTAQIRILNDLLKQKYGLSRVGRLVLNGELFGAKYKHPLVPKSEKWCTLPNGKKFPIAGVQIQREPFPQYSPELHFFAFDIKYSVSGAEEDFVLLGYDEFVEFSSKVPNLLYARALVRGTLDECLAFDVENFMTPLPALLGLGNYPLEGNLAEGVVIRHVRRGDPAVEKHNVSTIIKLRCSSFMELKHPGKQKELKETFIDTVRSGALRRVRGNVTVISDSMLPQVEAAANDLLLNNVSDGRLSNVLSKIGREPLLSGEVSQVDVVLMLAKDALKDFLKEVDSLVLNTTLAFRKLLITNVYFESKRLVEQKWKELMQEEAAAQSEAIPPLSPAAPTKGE
An asterisk follows results filed as active. This is a subset; the hit share may differ from the screen's.

molecule	TbREL1 primary
CC(=O)c1cc2c(cc1NC(=O)Cn1cnc3ccccc3c1=O)OCO2	0
Cc1ccc(C2C(C#N)=C(N)Oc3cc(C)oc(=O)c32)o1 (stereo not given)	-3
O=S(=O)(NCCCN1CCOCC1)c1ccc2ccccc2c1	1
Cc1ccc(NS(=O)(=O)c2ccc(-n3cccn3)cc2)cc1Cl	-1
CCc1ccc(NC(=O)C(C)OC(=O)CCC(=O)c2cccs2)cc1 (stereo not given)	-2
COc1ccc(CNc2nc3c(c(=O)[nH]c(=O)n3C)n2Cc2ccccc2C)cc1	2
Cc1ccc2c(COC(=O)C3=COCCO3)cc(=O)oc2c1	0
CCC(CO)Oc1cc(NCc2ccc(Cl)cc2Cl)c2ncn(C(C)C)c2c1 (stereo not given)	-6
Cc1ccc(OCc2nnc(SCC(=O)N3CCOCC3)n2C)cc1	-1
COc1ccc(C(=O)COC(=O)CNC(=O)c2ccccc2)cc1F	0
COc1ccc(C2/C=C\CN(S(=O)(=O)c3ccc(-c4ccccc4)cc3)CC(=O)N2Cc2ccc(F)cc2)cc1 (stereo not given)	1
O=S(=O)(c1ccc(NC(=S)Nc2ccc(OC(F)F)cc2)cc1)N1CCOCC1	1
O=C(CSc1nc2ccccc2o1)c1cc2ccccc2oc1=O	-2
Cc1cc(-c2ccccc2)nc(-c2ccccc2)c1C	6
O=C(O)c1cc2nc3c(c(C(F)(F)F)n2n1)CCc1ccccc1-3	2
Cc1ccc(/C(O)=C2\C(=O)C(=O)N(CC(C)O)C2c2ccccn2)cc1 (stereo not given)	1
C=CCOc1ccc(-c2nc3c(c(=O)[nH]c(=O)n3CCC)n2CCCC)cc1	4
COc1cccc(CC(NC(C)=O)C(=O)NC2CCN(C(=O)C3CC3)CC2)c1OC (stereo not given)	3
O=C(Nc1cc(Cl)ccc1-n1cncn1)c1cc(S(=O)(=O)N2CCOCC2)ccc1F	-3
COc1ccc(S(=O)(=O)N2CCN(C(=O)CCCN3C(=O)NC4(CCCC4)C3=O)CC2)cc1	-1
O=C(CSc1ccc(Cl)cc1)OCc1nnc(-c2ccccc2)o1	6
CCOC(=O)c1nnc(-c2cccs2)nc1Oc1ccc(Cl)cc1	2
CC(C)C(NC(=O)/C(=C\c1ccco1)NC(=O)c1ccco1)C(=O)O (stereo not given)	-1
COc1cc(/C=N/Nc2ccc(Cl)c(C(=O)O)c2)ccc1OC(=O)c1ccccc1F	-5
Cc1ccc(-c2nc3ncccc3o2)cc1NC(=O)c1cccnc1	3

In another format: entries from further up.
TbREL1 primary	Compound
0	CC(=O)c1cc2c(cc1NC(=O)Cn1cnc3ccccc3c1=O)OCO2
-3	Cc1ccc(C2C(C#N)=C(N)Oc3cc(C)oc(=O)c32)o1 (stereo not given)
1	O=S(=O)(NCCCN1CCOCC1)c1ccc2ccccc2c1
-1	Cc1ccc(NS(=O)(=O)c2ccc(-n3cccn3)cc2)cc1Cl

Remaining list, next part
molecule	TbREL1 primary
CCCCN(C)C(=O)c1nc2ccccn2c1CN1CCSCC1	1
Cc1cc2[nH]c(=O)c(=O)[nH]c2cc1S(=O)(=O)N1CCC(C)CC1	6
CSc1nc(NS(=O)(=O)c2cc(C)c(Cl)cc2Cl)nn1C	1
Cc1cc(Sc2nc(NC(C)C)nc(NC(C)C)n2)nc(Cl)n1	1
Cc1ccc2c(C)c(C(=O)N3CCN(c4ncccn4)CC3)oc2c1C	-1
O=[N+]([O-])c1ccc(C2CCCC/C2=N/OCc2ccc(F)cc2)c([N+](=O)[O-])c1 (stereo not given)	1
COCCCNC(=S)N/N=C/c1ccccc1O	7
CC(=O)c1ccc2noc(-c3ccc(C)cc3)c2c1	-1
CCC(C)NC(=O)C1CCN(S(=O)(=O)c2ccc(OC)cc2)CC1 (stereo not given)	-1
COc1ccc(C(=O)Nc2ccc3c(c2)nc(CN2CCN(C(C)=O)CC2)n3C)cc1	-1
CC1CC(C)CN(C(=O)C2CCCN(S(=O)(=O)c3cccc4nonc34)C2)C1 (stereo not given)	3
Cc1noc(C)c1S(=O)(=O)N(CC(=O)Nc1ccc2c(c1)OCO2)c1ccc(C(C)C)cc1	1
Cc1cccc(NC(=O)c2cc([N+](=O)[O-])ccc2NC2CCCCC2)c1	2
Cc1c(C(=O)NCc2cccc([N+](=O)[O-])c2)sc(=O)n1Cc1cccc(F)c1	5
Cc1csc(NC(=O)c2ccc(C)c(S(=O)(=O)N3CCOCC3)c2)n1	2
CC1(OC(=O)C2CCCC2)C(=O)C=C2C=C(c3ccsc3)N(Cc3ccccc3)C=C2C1=O (stereo not given)	-1
CNC(=O)c1c(NC(=O)c2cccc(N3C(=O)CCC3=O)c2)sc2c1CCCC2	9
CN(C)C(CNC(=O)c1ccc(S(=O)(=O)Nc2cccc(C(F)(F)F)c2)cc1)c1ccco1 (stereo not given)	-3
Cc1ccc(N(CC(=O)NC2CCCC2)C(=O)Cn2nnc(-c3ccccc3F)n2)cc1	3
C[C@H](CO)N1C[C@H](C)[C@@H](CN(C)Cc2ccc3c(c2)OCO3)Oc2c(NC(=O)C3CCCCC3)cccc2C1=O	-1
Cc1cccc(C)c1OCC(O)CNS(=O)(=O)c1ccccc1C(=O)N1CCCCC1 (stereo not given)	1
CN1CCN(S(=O)(=O)c2cccc(C(=O)NC3(C)CCS(=O)(=O)C3)c2)CC1 (stereo not given)	5
O/N=C1\CC(O)Cc2nonc21 (stereo not given)	4
CSc1ccc(N/N=C(/C#N)S(=O)(=O)C(C)(C)C)cc1	-5
CC(C)(C)c1csc(NC(=O)Cn2c(=O)oc3ccccc32)n1	6

Next part (six carried over from the part before).
molecule	TbREL1 primary
C[C@H](CO)N1C[C@H](C)[C@@H](CN(C)Cc2ccc3c(c2)OCO3)Oc2c(NC(=O)C3CCCCC3)cccc2C1=O	-1
Cc1cccc(C)c1OCC(O)CNS(=O)(=O)c1ccccc1C(=O)N1CCCCC1 (stereo not given)	1
CN1CCN(S(=O)(=O)c2cccc(C(=O)NC3(C)CCS(=O)(=O)C3)c2)CC1 (stereo not given)	5
O/N=C1\CC(O)Cc2nonc21 (stereo not given)	4
CSc1ccc(N/N=C(/C#N)S(=O)(=O)C(C)(C)C)cc1	-5
CC(C)(C)c1csc(NC(=O)Cn2c(=O)oc3ccccc32)n1	6
COc1ccc(S(=O)(=O)Nc2ccc3c(c2)OCO3)cc1Cl	-3
COc1ccc(Br)cc1C(=O)Nc1cccc2ncccc12	0
O=C1NC(c2ccccc2)CCC1(Cl)Cl (stereo not given)	1
O=C(c1ccccc1)c1ccc2nc(N3CCN(C(=O)c4ccco4)CC3)c3nncn3c2c1	-3
Nn1cc(-c2ccccc2)nc1SCC(=O)Nc1cccc(S(N)(=O)=O)c1	1
NC(=O)c1ccc2c(=O)n3c(-c4cccs4)csc3nc2c1	3
N#Cc1c(-c2ccco2)c2c([nH]c1=S)CCCC2	3
O=C(COC(=O)c1ccc2c(c1)S(=O)(=O)c1ccccc1C2=O)NC1CC1	3
Cc1cc2nn(-c3cccc4ccccc34)nc2cc1N	7
N#Cc1cccc(NC(=O)CN2C(=O)NC3(CCCCCC3)C2=O)c1	0
CCN(CC)C(=O)C1CCC(CNS(=O)(=O)c2cccc3cccnc23)CC1 (stereo not given)	-2
CCCN1CCN(CCCNC(=O)CN2C(=O)c3cccnc3Oc3ccc(Cl)cc32)CC1	5
Cc1ccc(-n2c(SCC(=O)NCC3CCCO3)nc3ccccc3c2=O)cc1C (stereo not given)	4
Nc1cc(N)cc(Cc2ccccc2)c1	-5
Cc1ccc(-n2ncc3c(=O)n(-c4ccc(C)c(C)c4)c(C)nc32)cc1	-1
O=C(C[C@@H]1CC[C@@H]2[C@H](COC[C@H](O)CN2S(=O)(=O)c2ccccc2)O1)Nc1ccccc1	1
CCOCc1nnc(NC(=O)c2c(-c3ccccc3)noc2C)s1	-1
O=C(Nc1ccc(F)cc1)C(CCc1ccccc1)N1CCN(Cc2c(F)cccc2Cl)CC1 (stereo not given)	2
COc1cc(S(=O)(=O)NC(Cc2c[nH]c3ccccc23)C(=O)O)ccc1NC(C)=O (stereo not given)	-1
Cc1cccc(NC2=C(Cl)C(=O)OC2OC(=O)c2ccco2)c1 (stereo not given)	-1
CN(CC(=O)Nc1cccc(F)c1)C(=O)CN1C(=O)NC2(CCCC2)C1=O	4
CCOC(=O)CC1(NC(=O)C2CCC(=O)N(C3CC3)C2)CCCCC1 (stereo not given)	0
Cc1cc(C)cc(NC(=O)C2CCCN(c3ncccn3)C2)c1 (stereo not given)	2
COC(=O)[C@@]12CCCN1[C@H](c1ccc(-c3ccc(OC)cc3)cc1)[C@@H]1C(=O)N(C)C(=O)[C@@H]12	1
CC1CCCN(S(=O)(=O)c2ccc(S(=O)(=O)N3CCC4(CC3)OCCO4)cc2)C1 (stereo not given)	2
CC(C)(O)C#Cc1ccc(N2C(c3ccsc3)=Cc3ccc(F)cc3C2c2c[nH]c3ccc(C#N)cc23)cc1 (stereo not given)	8
CCOC(=O)Cc1csc(SCc2nc3sc4c(c3c(=O)[nH]2)CCC4)n1	0
Cc1ccc(OCC(=O)NCCNC(=O)c2ccc(C)nc2)cc1	-2
C[C@@H]1CN([C@@H](C)CO)C(=O)CCCn2nncc2CO[C@H]1CN(C)S(=O)(=O)c1ccc2ccccc2c1	3
C=CCn1c(SCc2cccc(OC)c2)nnc1-c1ccncc1	0
CC(=O)Nc1cccc(-c2ccnc3c2CC(C)(C(=O)NCc2ccco2)O3)c1 (stereo not given)	-1
CC1=Nn2c(nc(-c3ccccc3)c2-c2ccccc2)NC(=O)C1Br (stereo not given)	-4
O=C(CCCCCCN1C(=O)c2ccccc2C1=O)Nc1nccs1	-1
CCN(CC(=O)Nc1ccccc1C(F)(F)F)C(=O)CN1C(=O)NC(C)(c2ccc3ccccc3c2)C1=O (stereo not given)	4
O=C(Cc1n[nH]c(=O)c2ccccc12)OCC(=O)N(Cc1ccccc1)Cc1ccccc1	4
Cc1cc(C)c(C#N)c(SCC(=O)Nc2ccc(S(=O)(=O)Nc3onc(C)c3C)cc2)n1	-4
CCN(Cc1ccccc1)S(=O)(=O)c1ccc(C(=O)N(CCCN(C)C)c2nc3c(F)cccc3s2)cc1	28*
CCC(C)NCC(=O)Nc1ccc([N+](=O)[O-])cc1C(=O)Nc1ccccc1F (stereo not given)	2
O=C(NCCc1ccccc1)C1CCC(=O)N(Cc2ccc(Cl)cc2)C1 (stereo not given)	-1
CC(C)(C)OC(=O)N1CCC(Cc2cc(-c3ccccc3)no2)(C(=O)O)CC1	-1
Cc1cccc(N=C2CCCC2C(=O)Nc2cccc(C)c2C)c1C (stereo not given)	-3
O=C(c1cccs1)N1CCC(c2nc(-c3ccc(S(=O)(=O)N4CCOCC4)cc3)no2)CC1	0
Cc1cc(SCC(=O)NCCC2=CCCCC2)nc2ccccc12	-1
O=C(c1cc(-c2ccc(O)cc2)on1)N1CCc2ccccc2C1	4
O=C(N/N=C/c1cccs1)c1cnccn1	7
O=C(NCCCN1CCOCC1)C(c1ccccc1)c1ccccc1	0
CC(NC(=O)Cc1ccccc1)C1COc2ccccc2O1 (stereo not given)	3
C=CC1=CCN(S(=O)(=O)C(C)(C)C)[C@H]1CCO	-6
COc1ccc(NC(=O)Cc2ccccc2)cn1	-2
O=C(CNC(=O)c1cc(S(=O)(=O)N2CCOCC2)ccc1N1CCCC1)Nc1ccc(F)c(F)c1	-1

(more compounds)
molecule	TbREL1 primary
O=C(c1ccc(=O)[nH]c1)N1CCN(S(=O)(=O)c2cc(C(F)(F)F)ccc2Cl)CC1	-3
CC(C)(C)S(=O)N1C[C@H]2CC(=O)C=C2[C@@H]1CCO (stereo not given in full)	1
COc1ccc(C(=O)NC2CCN(CC(=O)N3CCCCC3)CC2)cc1	-1
Cc1ccc(Nc2nc3c([nH]2)c(=O)[nH]c(=O)n3C)cc1	-1
CC1CCCC(C)N1C(=O)CN1c2cccc3cccc(c23)S1(=O)=O (stereo not given)	0
CC1CCCC(C)N1C(=O)c1cccc2c1-c1ccccc1/C2=N/O (stereo not given)	-1
O=C(N/N=C/c1cccc(Cl)c1)c1c(O)c2c([nH]c1=O)CCCC2	0
Cc1nc2nc(C)c(CCC(=O)N3CCOCC3)c(C)n2n1	-1
Cc1ccc(NC(=O)c2cccc(C(F)(F)F)c2)cc1NC(=O)c1[nH]cnc1C(N)=O	1
Cc1ccc(S(=O)(=O)c2nc(-c3ccc(F)cc3)oc2SCC(=O)NCC2CCCO2)cc1 (stereo not given)	-1
CCOC(=O)c1sc(=NC(=O)c2ccc(S(=O)(=O)N3CC(C)OC(C)C3)cc2)n(C)c1C (stereo not given)	-2
CC1(C)CC(=O)C=C(c2cccc3c2Oc2ccccc2S3)C1	7
Fc1ccccc1-c1n[nH]c(=S)n1N=Cc1ccc(-c2ccccc2)cc1	0
CCCCc1ccc(NC(=O)C(=O)NCCN2CCN(C(=O)c3ccc([N+](=O)[O-])cc3)CC2)cc1	0
COc1cc(/C=N/n2cnnc2)ccc1OCc1ccccc1	-1
COc1cc(/C=C(\C#N)c2ccccn2)ccc1OCc1ccccc1	2
CC(=O)Nc1cccc(C(=O)/C=C/c2ccco2)c1	4
Cc1ccc(-c2nnn(CC(=O)N(CC(=O)NC3CCCC3)c3ccc(F)cc3)n2)o1	-3
Cc1ccccc1S(=O)(=O)Cc1ccc(C(=O)NCc2ccco2)o1	2
O=C(CN1CCN(c2ccc(O)cc2)CC1)Nc1ccc(-c2ccccc2)cc1	-7
C=CCn1nnnc1SCC(=O)Nc1ccc(OC)cc1	0

Assay outcomes as filed in PubChem BioAssay.
